Screening results as filed in PubChem.
IDH1 R132H inh: IDH1 R132H (human) inhibition; actives 0.18% (n = 70,000); O75874; AID 624101; inhibition, % at 10 µM; IDH1 R132H reductase, diaphorase/resazurin fluorescence, 60 min; in the data active = inhibition above about 34%;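 note: 0% = DMSO and 100% = no enzyme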
Target sequence (O75874 whole entry R132H): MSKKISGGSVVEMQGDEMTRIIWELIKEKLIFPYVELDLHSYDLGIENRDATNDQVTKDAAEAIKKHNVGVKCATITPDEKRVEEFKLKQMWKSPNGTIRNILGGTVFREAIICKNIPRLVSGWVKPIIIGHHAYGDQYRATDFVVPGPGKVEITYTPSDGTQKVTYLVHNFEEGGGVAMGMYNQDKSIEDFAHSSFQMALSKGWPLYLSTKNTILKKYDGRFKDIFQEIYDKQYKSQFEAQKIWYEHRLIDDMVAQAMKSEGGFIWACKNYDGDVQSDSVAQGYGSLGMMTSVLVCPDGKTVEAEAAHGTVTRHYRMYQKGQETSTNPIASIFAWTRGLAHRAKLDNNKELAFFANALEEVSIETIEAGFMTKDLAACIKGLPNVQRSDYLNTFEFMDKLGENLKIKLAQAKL
EZH2 inh: EZH2 (human) methyltransferase inhibition. Q15910. PRC2 H3K27 methylation, DELFIA TRF, 1 h. inhibition, % at 12.5 µM. actives 0.35% (n = 57,000). AID 651548;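 active = mean inhibition of replicates at least 50% and every single replicate also reaching 50%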;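 note: dimethyl H3K27 on biotinylated H3 21-44 peptide detected by antibody; plate controls were median neutral control wells for no effect and median positive control wells for full effect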
The depositor's hits bear a star; . = not tested or not shown. Not all compounds are listed; the hit share may differ from the screen's.

Start of the data: the first 3 entries, ahead of the listing:
SMILES	IDH1 R132H inh	EZH2 inh
CO[C@@H]1CN(C)C(=O)c2ccc(NC(=O)C3CCCC3)cc2OC[C@H](C)N(CCC(F)(F)F)C[C@@H]1C	0.3	-10
COCC#Cc1ccc2c(c1)O[C@@H](CN(C)S(=O)(=O)c1ccc(OC)cc1)[C@H](C)CN([C@H](C)CO)S2(=O)=O	0.5	10
CCN(CC)CCNc1nc(-c2ccco2)c2c(c1C#N)CC(C)(C)OC2	-1.0	-13

Main list (from the top)
SMILES	IDH1 R132H inh	EZH2 inh
CO[C@@H]1CN(C)C(=O)c2ccc(NC(=O)C3CCCC3)cc2OC[C@H](C)N(CCC(F)(F)F)C[C@@H]1C	0.3	-10
COCC#Cc1ccc2c(c1)O[C@@H](CN(C)S(=O)(=O)c1ccc(OC)cc1)[C@H](C)CN([C@H](C)CO)S2(=O)=O	0.5	10
CCN(CC)CCNc1nc(-c2ccco2)c2c(c1C#N)CC(C)(C)OC2	-1.0	-13
CO[C@H]1CN(C)C(=O)c2ccc(NC(C)=O)cc2OC[C@@H](C)N(CCc2ccccc2)C[C@H]1C	0.0	-1
CO[C@@H]1CN(C)C(=O)c2cc(NC(=O)NC(C)C)ccc2OC[C@@H](C)N(C(=O)NC(C)C)C[C@H]1C	0.4	-1
CC(C)CC#Cc1ccc2c(c1)O[C@@H](CN(C)CC1CC1)[C@@H](C)CN([C@H](C)CO)S2(=O)=O	-2.8	-16
CC(C)NC(=O)N(C)C[C@@H]1OCCCC[C@H](C)Oc2ccc(NC(=O)Nc3ccc(C(F)(F)F)cc3)cc2C(=O)N([C@@H](C)CO)C[C@H]1C	1.8	.
Cc1ccc(S(=O)(=O)Nc2cccc3c2O[C@@H](CN(C)S(=O)(=O)c2cccs2)[C@@H](C)CN([C@@H](C)CO)C3=O)cc1	-11	.
CO[C@@H]1CN(C)C(=O)c2cc(NC(=O)Nc3c(C)noc3C)ccc2OC[C@@H](C)N(CC2CC2)C[C@H]1C	0.5	-8
COc1ccc(NC(=O)Nc2ccc3c(c2)C(=O)N([C@H](C)CO)C[C@@H](C)[C@@H](CN(C)S(=O)(=O)c2c(C)noc2C)OCCCC[C@H](C)O3)cc1	0.4	.
COc1ccccc1NC(=O)c1cc2ccccc2c(C=Nc2ccc(NC(C)=O)cc2)c1O	-1.0	1
O=C(NCC[C@@H]1CC[C@H](NS(=O)(=O)Cc2ccccc2)[C@@H](CO)O1)C1CCCCC1	-0.1	0
CC(C)NC(=O)Nc1ccc2c(c1)C(=O)N([C@H](C)CO)C[C@@H](C)[C@H](CN(C)C(=O)NC1CCCCC1)O2	.	9
C[C@@H]1CN([C@@H](C)CO)C(=O)c2cccc(NC(=O)c3ccc(-c4nccs4)cc3)c2O[C@@H]1CN(C)S(C)(=O)=O	-2.1	.
COC(=O)C[C@@H]1C[C@H]2c3cc(NC(=O)NC4CCCCC4)ccc3O[C@H]2[C@H](CO)O1	0.0	9
C[C@@H]1CN([C@@H](C)CO)C(=O)Cc2cc(NC(=O)C3CC3)ccc2O[C@H]1CN(C)C(=O)Nc1ccc2c(c1)OCO2	-1.0	-17
C[C@H](CO)N1C[C@H](C)[C@H](CN(C)Cc2ccccc2)OCCCC[C@H](C)Oc2ccc(NC(=O)Cc3ccccc3)cc2C1=O	1.9	.
COCC(=O)N(C)C[C@H]1Oc2cc(-c3ccccc3F)ccc2S(=O)(=O)N([C@@H](C)CO)C[C@H]1C	0.5	0
CNC[C@H]1Oc2ccc(NS(=O)(=O)c3cccs3)cc2CC(=O)N([C@@H](C)CO)C[C@H]1C	2.1	.
C[C@H](CO)N1C[C@H](C)[C@@H](CN(C)CC2CCCC2)Oc2cc(C3=CCCC3)ccc2S1(=O)=O	0.8	.
N#Cc1cc2c(nc1SCCS(=O)(=O)c1nc3ccccc3s1)CCCC2	0.8	-9
C[C@@H]1CN([C@@H](C)CO)C(=O)c2cc(NS(=O)(=O)c3ccc(Cl)cc3)ccc2O[C@H]1CN(C)CC1CC1	-0.2	-3
CC(C)C#Cc1cnc2c(c1)C(=O)N([C@@H](C)CO)C[C@H](C)[C@@H](CN(C)C(=O)Nc1ccc(F)cc1)O2	-0.4	-2
C[C@H](CO)N1C[C@H](C)[C@H](CN(C)Cc2ccncc2)Oc2ncc(C#Cc3cccnc3)cc2C1=O	8.7	.
C[C@H]1CN([C@@H](C)CO)C(=O)Cc2cc(NC(=O)NC3CCCCC3)ccc2O[C@@H]1CN(C)Cc1ccc(C(F)(F)F)cc1	1.1	.
COc1cccc(C(=O)Nc2ccc3c(c2)OC[C@@H](C)N(C(=O)C2CCCC2)C[C@@H](C)[C@H](OC)CN(C)C3=O)c1	-0.5	1
COc1ccc(OCCCSc2ncccn2)cc1	-0.1	9
C[C@H](O)C#Cc1ccc2c(c1)O[C@H](CN(C)C(=O)Nc1ccccc1)[C@@H](C)CN([C@H](C)CO)S2(=O)=O	-1.0	1
COCC(=O)Nc1ccc2c(c1)OC[C@H](C)NC[C@H](C)[C@H](OC)CN(C)C2=O	-0.1	-7
Cc1noc(C)c1S(=O)(=O)Nc1ccc2c(c1)CC(=O)N([C@H](C)CO)C[C@H](C)[C@H](CN(C)Cc1ccccc1)O2	-0.9	13
COc1ccc(S(=O)(=O)N(C)C[C@@H]2Oc3ccc(NC(=O)Cn4cnnn4)cc3C(=O)N([C@@H](C)CO)C[C@@H]2C)cc1	0.5	.
COc1ccc(S(=O)(=O)Nc2ccc3c(c2)C(=O)N([C@H](C)CO)C[C@@H](C)[C@@H](CN(C)Cc2ccc(-c4ccccc4)cc2)O3)cc1	-1.4	.
COc1ccc(S(=O)(=O)Nc2cccc3c2O[C@H](CN(C)C)[C@@H](C)CN([C@H](C)CO)C3=O)cc1	0.3	3
Cc1ccc(S(=O)(=O)N(C)C[C@H]2Oc3ccc(NC(=O)NC4CCCCC4)cc3C(=O)N([C@@H](C)CO)C[C@H]2C)cc1	0.0	-7
O=C(N[C@@H]1CC[C@H](CCn2cc(C3(O)CCCC3)nn2)O[C@H]1CO)C1CCOCC1	-0.2	10
CC(C)C#Cc1ccc2c(c1)O[C@@H](CN(C)S(=O)(=O)c1cn(C)cn1)[C@H](C)CN([C@@H](C)CO)S2(=O)=O	-6.6	-5
O=C(CN(c1ccc(F)cc1)S(=O)(=O)c1ccc2c(c1)OCCO2)N1CCc2ccccc2C1	3.8	10
C[C@H](CO)N1C[C@H](C)[C@@H](CN(C)S(=O)(=O)c2ccc(F)cc2)OCCCC[C@H](C)Oc2ccc(NC(=O)Cc3ccccc3)cc2C1=O	1.8	.
C[C@H](CO)N1C[C@H](C)[C@H](CN(C)C(=O)NC2CCCCC2)OCCCC[C@H](C)Oc2ccc(NC(=O)c3ccccc3)cc2C1=O	3.6	.
C[C@H]1CN([C@@H](C)CO)C(=O)c2cc(NC(=O)CCN3CCOCC3)ccc2O[C@@H]1CN(C)C(=O)Nc1ccc(F)cc1	1.2	0
C[C@H](CO)N1C[C@H](C)[C@H](CN(C)S(=O)(=O)c2cn(C)cn2)OCCCC[C@H](C)Oc2ccc(NS(=O)(=O)c3cn(C)cn3)cc2C1=O	-4.4	.
C[C@@H]1CN([C@@H](C)CO)C(=O)c2cc(/C=C/c3ccccc3)cnc2O[C@H]1CN(C)C(=O)Nc1ccc(C(F)(F)F)cc1	0.2	-35
COc1ccc(NC(=O)N[C@H]2CC[C@@H](CCn3cc(-c4ccc(F)cc4)nn3)O[C@@H]2CO)cc1	0.1	-4
Cn1cnc(S(=O)(=O)N[C@@H]2CC[C@@H](CC(=O)NCC3CC3)O[C@@H]2CO)c1	0.2	-3
C[C@@H]1CN([C@@H](C)CO)C(=O)c2cc(Br)cnc2O[C@H]1CN(C)Cc1ccncc1	1.5	-8

A different layout for 2 compounds above:
Results follow in this order: IDH1 R132H inh, EZH2 inh
C[C@H](CO)N1C[C@H](C)[C@H](CN(C)C(=O)NC2CCCCC2)OCCCC[C@H](C)Oc2ccc(NC(=O)c3ccccc3)cc2C1=O
→ 3.6, .
COc1ccc(S(=O)(=O)Nc2cccc3c2O[C@H](CN(C)C)[C@@H](C)CN([C@H](C)CO)C3=O)cc1
→ 0.3, 3

Additional results:
SMILES	IDH1 R132H inh	EZH2 inh
C[C@@H]1CN([C@@H](C)CO)C(=O)c2cc(NC(=O)CCC(F)(F)F)ccc2O[C@@H]1CN(C)Cc1ccc(C(F)(F)F)cc1	2.0	.
CC(=O)N(C)C[C@H]1OCc2ccccc2-c2c(n(C)c3ccccc23)C(=O)N([C@@H](C)CO)C[C@@H]1C	-1.0	-8
CO[C@H](CN(C)S(=O)(=O)c1cn(C)cn1)[C@@H](C)CN(C(=O)Nc1ccc(C(F)(F)F)cc1)[C@H](C)CO	0.0	-2
C[C@H]1CN([C@@H](C)CO)C(=O)c2cc(NC(=O)CCCN(C)C)ccc2O[C@@H]1CN(C)C(=O)NC1CCCCC1	.	-1
COc1ccc(C2=NOC(C(=O)NO)C2)cc1OC1CCCC1 (stereo not given)	.	-2
C[C@@H]1CN([C@@H](C)CO)C(=O)Cc2cc(NS(=O)(=O)c3cccs3)ccc2O[C@H]1CN(C)Cc1ccncc1	2.5	.
C[C@@H]1CN([C@@H](C)CO)C(=O)c2cc(NS(=O)(=O)c3ccccc3)ccc2O[C@@H](C)CCCCO[C@@H]1CN(C)S(=O)(=O)c1ccccc1	0.1	.
CO[C@@H]1CN(C)C(=O)c2cc(NC(=O)C3CC3)ccc2OC[C@@H](C)N(Cc2ccncc2)C[C@@H]1C	0.0	-7
C[C@@H]1CN([C@@H](C)CO)C(=O)Cc2cc(NC(=O)CCCCCC(=O)Nc3ccccc3N)ccc2O[C@@H]1CN(C)S(=O)(=O)c1ccc(Cl)cc1	7.6	-18
C[C@@H]1CCCCO[C@@H](CN(C)Cc2ccc3c(c2)OCO3)[C@H](C)CN([C@@H](C)CO)C(=O)c2cc(NS(=O)(=O)c3ccccc3)ccc2O1	0.9	.
Cc1nn(CC(=O)Nc2cc(F)ccc2F)c(C)c1[N+](=O)[O-]	0.2	5
COCC(=O)Nc1ccc2c(c1)C(=O)N(C)C[C@H](OC)[C@H](C)CN(C(C)=O)[C@@H](C)CO2	-0.3	-2
C[C@H]1CN([C@@H](C)CO)C(=O)c2cc(NS(=O)(=O)c3cccs3)ccc2O[C@@H]1CN(C)S(=O)(=O)c1cccs1	6.0	.
O=C(Nc1cccc(Cl)c1)N[C@H]1CC[C@@H](CCNC(=O)C2CCOCC2)O[C@@H]1CO	0.2	-2
C[C@@H]1CN([C@H](C)CO)C(=O)c2cc(NC(=O)C3CC3)ccc2O[C@@H]1CN(C)C(=O)Nc1ccc2c(c1)OCO2	-0.5	5

Complete entries, quoted from the list. Screens in order: IDH1 R132H inh	EZH2 inh
C[C@H](CO)N1C[C@H](C)[C@H](CN(C)S(=O)(=O)c2cn(C)cn2)OCCCC[C@H](C)Oc2ccc(NS(=O)(=O)c3cn(C)cn3)cc2C1=O is listed as -4.4	.
COc1ccc(NC(=O)Nc2ccc3c(c2)C(=O)N([C@H](C)CO)C[C@@H](C)[C@@H](CN(C)S(=O)(=O)c2c(C)noc2C)OCCCC[C@H](C)O3)cc1 is listed as 0.4	.

Continuation:
SMILES	IDH1 R132H inh	EZH2 inh
CO[C@@H]1CN(C)C(=O)c2cc(NC(=O)C3CCC3)ccc2OC[C@H](C)N(C(=O)NC(C)C)C[C@@H]1C	0.4	-2
C[C@H]1CN([C@@H](C)CO)C(=O)c2cc(-c3cccc(F)c3)cnc2O[C@@H]1CN(C)Cc1ccncc1	0.4	.
CC(=O)N(C)C[C@@H]1Oc2cc(C#CC3CCCCC3)ccc2S(=O)(=O)N([C@@H](C)CO)C[C@@H]1C	2.4	-6
CNC[C@H]1Oc2c(NC(=O)NC3CCCCC3)cccc2C(=O)N([C@H](C)CO)C[C@@H]1C	-0.7	-13
Cc1noc(C)c1S(=O)(=O)N(C)C[C@H]1Oc2ccc(NC(=O)Cc3ccccc3)cc2CC(=O)N([C@@H](C)CO)C[C@H]1C	-0.6	.
C[C@@H]1CN([C@@H](C)CO)C(=O)c2cc(NC(=O)CCN3CCOCC3)ccc2O[C@H]1CN(C)Cc1ccccc1	.	-2
CCS(=O)(=O)Nc1ccc2c(c1)C(=O)N(C)C[C@H](OC)[C@H](C)CN(C(=O)CN(C)C)[C@H](C)CO2	0.3	12
C[C@H](CO)N1C[C@H](C)[C@H](CN(C)Cc2ccncc2)Oc2ncc(C3=CCCCC3)cc2C1=O	0.6	7
C[C@@H]1CCCCO[C@H](CN(C)S(=O)(=O)c2ccc(Cl)cc2)[C@H](C)CN([C@H](C)CO)C(=O)c2cc(NS(=O)(=O)c3ccccc3)ccc2O1	4.5	.
COC(=O)CCCCCCC(=O)N/N=C/c1ccc(C(F)(F)F)cc1	.	27
C[C@@H]1CN([C@@H](C)CO)C(=O)Cc2cc(NC(=O)c3ccncc3)ccc2O[C@H]1CN(C)S(C)(=O)=O	3.9	-3
Cc1ccc(S(=O)(=O)NCC[C@@H]2CC[C@@H](NC(=O)NC(C)C)[C@@H](CO)O2)cc1	0.0	0
CN(C)CCCCNC(=O)[C@@H]1C[C@@H]2C(=O)NCC(=O)N2[C@@H]1c1ccc(O)cc1	28	10
Cc1ccc(S(=O)(=O)Nc2ccc3c(c2)CC(=O)N([C@@H](C)CO)C[C@H](C)[C@H](CN(C)C(=O)Nc2ccc4c(c2)OCO4)O3)cc1	-0.1	.
COc1ccc(S(=O)(=O)N(C)C[C@@H]2OCCCC[C@H](C)Oc3ccc(NS(=O)(=O)c4ccc(Cl)cc4)cc3C(=O)N([C@H](C)CO)C[C@@H]2C)cc1	1.5	.
O=C(CSc1nnc(C2COc3ccccc3O2)n1-c1ccccc1)c1ccc([N+](=O)[O-])cc1 (stereo not given)	-0.3	-12
O=C(CN1C(=O)c2cccc3cccc1c23)Nc1ccccc1C(=O)N1CCCC1	-0.2	4
